Compound activity: PubChem, National Center for Advancing Translational Sciences (NCATS)
KDM5B inhibitor: inhibitors of human KDM5B histone demethylase | Potency, µM (top dose mostly 57.7 µM), for inactives: at the top dose activity change, negative = inhibition, usual class: inhibitors | 220,000 compounds, 2.6% hits | AID 1347165 | Q9UGL1 | KDM5B demethylase, FDH-coupled NADH fluorescence (FDH is formaldehyde dehydrogenase); active = well fitted inhibition curve with a large enough effect; inconclusive = small, poorly fitted or top-dose-only effect; inactive = no such curve, though single readings can be large or run the other way; also: 0% is about no effect; nearly all actives have a fitted effect of over 70% in size
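KDM5BΔAP (200 nM final) in 50 mM HEPES pH 7.5, 0.01% Tween-20 was preincubated 10 min at RT with compound over a concentration range. Substrate mix (H3K4me3 12.5 µM, α-KG 25 µM, Fe²⁺, ascorbate, NAD⁺, FDH) was added, and NADH fluorescence change over 30 min gave dose-response curves.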
Active calls of the source: *; i = inactive; ? = inconclusive; [ ] = another dose, or the depositor's remark. Potency is read from the fitted curve at half-maximal effect. Some of the compounds tested; the hit share may differ from the screen's.

SMILES	KDM5B inhibitor
O=C(COc1c(I)cc(Cl)c2cccnc12)NC12CC3CC(CC(C3)C1)C2	16%
Cc1cccc(Nc2nc(C(=O)NCCCN3CCOCC3)cs2)c1	-10%
CC1(C(=O)Nc2c(F)c(F)c(F)c(F)c2F)CC1(Br)Br (stereo not drawn)	17%
CCCOC(=O)C1=C(C)Nc2nnnn2C1c1cc(Br)ccc1OCC (stereo not drawn)	15%
O=C(NCc1ccc2c(c1)CCN2C(=O)c1ccncc1)c1ccccc1F	-27%
Cc1cccc(NC(=O)N2CCC3(CC2)Oc2ccccc2C(=O)N3Cc2ccccc2F)c1C	1%
Cn1nc(C(=O)Nc2ccc(F)cc2F)c2ccccc2c1=O	-2%
O=C(Nc1ccc(Br)c2cccnc12)c1cccc2ccccc12	-7%
CCN1c2cc(C(=O)Nc3ccccc3C)ccc2C(=O)N2CCCCCC21 (stereo not drawn)	?
COC(=O)C1CCN(Cc2cc(=O)oc3cc(-c4ccccc4)c(O)cc23)CC1	14%
CN(CCC#N)Cc1ccsc1	-18%
COC1CCC12CCN(C(=O)c1cnccc1C)CC2 (stereo not drawn)	17%
CNC(=S)NNC(=O)c1csc2ccccc12	18%
Cc1cc(C)c(NC(=O)CSc2nc3nccnc3c(=O)n2CCc2c[nH]c3ccccc23)c(C)c1	-12%
CCOc1ccc(-c2cc(-c3nc(-c4ccc(C)cc4)no3)[nH]n2)cc1	21%
Sc1nnc(-c2ccc(Cl)cc2)n1Cc1ccccc1	-2%
Cc1ccc(Cn2ccn(Cc3ccccc3F)c(=O)c2=O)cc1	-5%
Cc1cc(C)n(CC(=O)N2CC(F)(F)C[C@H]2c2nc(C)no2)n1	-1%
CC(NC(=O)CCSc1nc2ccccc2s1)c1ccc(F)cc1F (stereo not drawn)	-21%
COc1ccc(-c2nnc3n(CCc4ccccc4)c(=O)c4ccccc4n23)cc1	1%
O=C(NC1CCCCC1)c1cc2ccccc2nc1Cl	-11%
O=C(CSc1nnc(-c2cccs2)o1)Oc1ccccc1Cl	53%[activator]
Cn1c2ccc(F)cc2c2ncn(Cc3ccccn3)c(=O)c21	?
CCCN1C(=O)CCc2cc(NC(=O)c3cccc(N(C)C)c3)ccc21	?
Cc1ccccc1OCC(=O)OCC(=O)c1ccc(Cl)cc1	-6%
O=C(NC1CCN(c2cnn(Cc3ccccc3)c(=O)c2)CC1)C1CCCCC1	-9%
Cn1cccc1C(=O)N[C@@H](Cc1ccccc1)C(=O)N1CCCOCCNC(=O)CC1	-15%
CCn1nc(C(=O)Nc2nc3c(s2)CCC3)c2ccccc2c1=O	-21%
COc1ccc(CC(=O)N[C@H]2[C@H](O)[C@H](O)C[C@@H]2c2ccccc2)cc1	-2%[86.2 µM]
CCN(Cc1nccn1C)C(=O)c1ccc(N2CCC(N(C)C)C2)nc1 (stereo not drawn)	?
O=C(Nc1ccc(Cl)cc1F)c1cc(S(=O)(=O)NC2CCCCCC2)ccc1F	300%[activator]
CC(C)C(C(=O)NC(c1ccccc1)C1CCCC1)c1ccccc1 (stereo not drawn)	-5%
COc1ccc(S(=O)(=O)c2c(O)c3ccc(C(=O)Nc4ccccc4)cc3[nH]c2=O)cc1	-3%
COc1ccccc1CNC(=O)CC1N=C2c3ccccc3N=C(SCC(=O)Nc3ccc(F)cc3)N2C1=O (stereo not drawn)	?
CCS(=O)(=O)N1CC(=O)N(c2cc(Cl)ccc2C)C(C)(C(=O)NC2CCCCCC2)C1 (stereo not drawn)	-17%
O=C(NCCN1CCOCC1)c1c(OCC2CC2)cc(=O)n2c1CCOCC2	19%

A portion from further up:
SMILES	KDM5B inhibitor
Cc1ccc(Cn2ccn(Cc3ccccc3F)c(=O)c2=O)cc1	-5%
Cc1cc(C)n(CC(=O)N2CC(F)(F)C[C@H]2c2nc(C)no2)n1	-1%
CC(NC(=O)CCSc1nc2ccccc2s1)c1ccc(F)cc1F (stereo not drawn)	-21%
COc1ccc(-c2nnc3n(CCc4ccccc4)c(=O)c4ccccc4n23)cc1	1%
O=C(NC1CCCCC1)c1cc2ccccc2nc1Cl	-11%
O=C(CSc1nnc(-c2cccs2)o1)Oc1ccccc1Cl	53%[activator]
Cn1c2ccc(F)cc2c2ncn(Cc3ccccn3)c(=O)c21	?
CCCN1C(=O)CCc2cc(NC(=O)c3cccc(N(C)C)c3)ccc21	?
Cc1ccccc1OCC(=O)OCC(=O)c1ccc(Cl)cc1	-6%
O=C(NC1CCN(c2cnn(Cc3ccccc3)c(=O)c2)CC1)C1CCCCC1	-9%
Cn1cccc1C(=O)N[C@@H](Cc1ccccc1)C(=O)N1CCCOCCNC(=O)CC1	-15%
CCn1nc(C(=O)Nc2nc3c(s2)CCC3)c2ccccc2c1=O	-21%
COc1ccc(CC(=O)N[C@H]2[C@H](O)[C@H](O)C[C@@H]2c2ccccc2)cc1	-2%[86.2 µM]
CCN(Cc1nccn1C)C(=O)c1ccc(N2CCC(N(C)C)C2)nc1 (stereo not drawn)	?
O=C(Nc1ccc(Cl)cc1F)c1cc(S(=O)(=O)NC2CCCCCC2)ccc1F	300%[activator]
CC(C)C(C(=O)NC(c1ccccc1)C1CCCC1)c1ccccc1 (stereo not drawn)	-5%
COc1ccc(S(=O)(=O)c2c(O)c3ccc(C(=O)Nc4ccccc4)cc3[nH]c2=O)cc1	-3%
COc1ccccc1CNC(=O)CC1N=C2c3ccccc3N=C(SCC(=O)Nc3ccc(F)cc3)N2C1=O (stereo not drawn)	?
CCS(=O)(=O)N1CC(=O)N(c2cc(Cl)ccc2C)C(C)(C(=O)NC2CCCCCC2)C1 (stereo not drawn)	-17%

Other entries.
SMILES	KDM5B inhibitor
Cc1cccc(-n2nnnc2SCC(=O)N(C)c2ccccc2C(=O)NCc2ccco2)c1C	-1%
CCc1ccc(N2C(=O)CN(S(C)(=O)=O)CC2(C)C(=O)NCc2ccccc2)cc1 (stereo not drawn)	11%
Cc1onc(-c2c(Cl)cccc2Cl)c1C(=O)N1CCOCC1	9%
CCCOc1ccc(C(=O)N(Cc2cccs2)c2ccc(C)cc2)cc1	-8%
CCC(Sc1nc2nccnc2c(=O)n1Cc1ccccc1Cl)C(=O)Nc1cccc(OC)c1 (stereo not drawn)	-5%
Cc1ncc(C(=O)N2CCCC(c3cccc(C(=O)O)c3)C2)c(=O)[nH]1 (stereo not drawn)	33%[activator]
COc1cccc(/C=C/C(=O)c2ccc(C)c(C)c2)c1OC	11%
COc1cc(/C=C/C(=O)O)c(Br)c(Br)c1OC(C)C	14%
Cc1cccc(CSc2nnc(CCCOc3ccc(Cl)cc3Cl)n2C)c1	-14%
CN(Cc1ccc(Cl)cc1Cl)C(=O)CCNC(=O)Nc1ccccc1	7%
COc1ccc(N2CCCCS2(=O)=O)cc1S(=O)(=O)Nc1ccc(Cl)cc1	4%
CCOC(=O)c1cc(-c2ccccc2)sc1NC(=O)CCN1CCC(C)CC1	-3%
CC1(C(=O)NCc2cc(F)ccc2F)CCCCC(=O)N1 (stereo not drawn)	-15%
Cc1ccc(-c2nnc3ccc(-c4ccoc4)nn23)nc1	32µM*
N#CC1=C(N)Oc2c(c(=O)[nH]c3ccccc23)C1c1ccc(Br)cc1 (stereo not drawn)	?
Cc1nn(-c2ccccc2)c(C)c1[C@@H]1C=C[C@@H](NC(=O)CCCC(=O)O)C1	-29%[86.2 µM]
O=C(Cn1ncc2ccccc2c1=O)Nc1cc(F)cc(F)c1	6%
CC(=O)N1c2ccc(S(=O)(=O)N3CCCCCC3)cc2CC1C(=O)NCc1ccccc1 (stereo not drawn)	-6%
Cc1ccc(CCNS(=O)(=O)c2cc(-c3cc(C)no3)ccc2C)cc1	-19%
CCN1c2cc(C(=O)NCc3ccccc3F)ccc2C(=O)N2CCCCCC21 (stereo not drawn)	?
CCOc1cc(=O)n2c(c1C(=O)NCc1ccccc1)CCCCC2	15%
CCOC(=O)C1CCCN(C(=O)c2cc3c(=O)[nH]c4ccc(C)cc4c3s2)C1 (stereo not drawn)	?
CCOc1ccc(CCNC(=O)CSCC(=O)Nc2ccc(OC)cc2)cc1OCC	6%
COc1ccccc1CCNC(=O)c1csc2ccccc12	2%
C/C(=N/Nc1cc(C(F)(F)F)ccc1Cl)c1ccc(Br)cc1	-5%
COc1ccc(C2C(=O)N(C3CCCCC3)CC(=O)N2CCc2ccc(C)cc2)cc1OC (stereo not drawn)	-17%
CC1(C)CC(=O)C(N=Nc2ccc(S(=O)(=O)N3CCOCC3)cc2)=C(O)C1	-15%
CN(CCOc1ccc(Cl)cc1)C(=O)CSc1nnc(-c2ccncc2)n1C	-7%
Cn1c(C(=O)NCCc2ccco2)cc2cc(S(=O)(=O)N3CCCCC3)ccc21	-9%
Cc1c(C(=O)N2CC[C@@](O)(C3CCOCC3)[C@H](C)C2)n(C)c2c(C)cccc12	33%[activator]
CC(C)NC(=S)Nc1c(N)[nH]c(=O)[nH]c1=O	12%
CC(C)NC(=O)NC[C@H]1O[C@@H](CO)[C@@H](O)[C@H]1N1CCN(c2ccccn2)CC1	?
CCOC(=O)c1nc2ccccc2c(-c2ccccc2)c1C	9%
Cc1cc(NC(=O)CN2CCN(c3ncccn3)CC2)on1	13%
COc1ccc(C(=O)NCC(=O)N2CCCCCNC(=O)CC2c2ccccc2)cc1 (stereo not drawn)	13%
COC1CCN(S(=O)(=O)N2C[C@H](c3ccc(C)o3)[C@@H](N)C2)CC1	16%

Printed as active in KDM5B inhibitor (from the list above):
SMILES	KDM5B inhibitor
Cc1ccc(-c2nnc3ccc(-c4ccoc4)nn23)nc1	32µM*

Next section:
SMILES	KDM5B inhibitor
CCOCCCNC(=O)c1cc(Sc2nnc(C)s2)nc2ccccc12	4%
O=C(NCc1cc(F)ccc1F)c1cccnc1N1CC2CC(C1)[C@H]1CCCC(=O)N1C2 (stereo partly drawn)	32µM*
CC(C)[C@H](NC(=O)c1cccc(CN(Cc2ccccc2)C(=O)c2ccccc2)c1)C(=O)O	-8%
C=CCn1cc(C=O)c2ccccc21	10%
Cc1ccc(-c2nnc3ccc(NCCc4ccccn4)nn23)nc1	?
Cc1ccc(SCCNC(=S)Nc2ccc(Cl)cc2C)cc1	-20%
O=C(c1cnn(-c2ccc(F)cc2)c1-n1cccc1)N1CCN(c2ccc(Cl)cc2)CC1	-25%
CSc1ccc(NC(=O)C2C(C=C(C)C)C2(C)C)cc1 (stereo not drawn)	-9%
Cc1cc(C)c2sc(N3CCN(C(=O)c4ccc(N(C)C)cc4)CC3)nc2c1	?
CC(Sc1ccc(Br)cc1)c1nc(-c2ccco2)no1 (stereo not drawn)	-4%
O=C(c1ncccn1)N1CC(F)(F)C[C@H]1c1nc(C2CC2)no1	14%
Cc1c(-c2ccccc2)nn2c1NC(=O)CC2C(=O)Nc1ccccc1Cl (stereo not drawn)	?
CC1CCCCC1NC(=S)NC1CC(C)(C)NC(C)(C)C1 (stereo not drawn)	9%
Cc1ccc(-c2nc(COc3ccccc3F)co2)cc1	-2%
COc1ccc(OC)c(CNC(=O)CN(c2ccc(C)cc2)S(=O)(=O)N(C)C)c1	-2%
CCOc1ccccc1NC(=O)CSc1nc2ccccc2nc1N1CCOCC1	?
CCC(=O)Nc1ccc(NC(=O)CSc2nnc(-c3ccco3)n2C)cc1	-3%
COc1ccc(CC(=O)N2CC(N(C3CCOCC3)S(C)(=O)=O)C2)cc1OC	17%
Cc1ccc(-c2nc(CS(=O)(=O)CC3CCCO3)co2)cc1 (stereo not drawn)	6%
COc1ccc(OC)c(NC(=O)[C@H]2C[C@@H]3CCCN3[C@]23C(=O)Nc2c(Cl)cccc23)c1	-11%
Cc1ccc(C2=NN(CC(=O)NCCc3ccc(Cl)cc3)C(=O)CC2)cc1	-13%
CC(C)(C)NC(=O)Cn1cc(S(=O)(=O)Cc2ccc(F)cc2)c2ccccc21	-10%
Cc1cccc(C(=O)NC(C)C2CC3CCC2C3)c1 (stereo not drawn)	27%
COc1ccccc1OCc1cc(C(=O)NCC2COCCO2)n[nH]1 (stereo not drawn)	46%[activator]
CC(C)CN1C(=O)c2cccn2CC1C(=O)N1CCN(C)CC1 (stereo not drawn)	-3%
Cc1ccc(C(C)C)c(OCCSc2nc3ccccc3n2CC(=O)O)c1	-11%
Cc1ccccc1NS(=O)(=O)c1ccc2oc(=O)ccc2c1	12%
Cc1ccccc1NC(=O)CN1CCN(C(=O)c2ccco2)CC1	2%
CC(C)C(=O)N1CCC2(COc3ncccc3S(=O)(=O)N2)C1 (stereo not drawn)	1%[149 µM]
CN(Cc1ccc(F)cc1)Cc1ccsc1	-14%[86.2 µM]
Cc1ccc2nc(NCCc3ccccc3)c3nncn3c2c1	-22%
COc1ccc(-c2ccnc3nc(N4CCCCC4)[nH]c(=O)c23)cc1	i
N#C/C(=C/c1ccccc1)C(=O)OCC(=O)N1CCC(Cc2ccccc2)CC1	-26%
Cc1ccc(-n2ncc(C(=O)NCc3cccs3)c2C2CCN(C(=O)OC(C)(C)C)CC2)c(C)c1	?
CCOc1cc(-c2ccc(O)c(OC)c2)cc(=O)c2c(C)oc(C)c12	-1%
Cc1cccc(N2CCN(Cc3nnc(-c4ccccc4C)o3)CC2C)c1 (stereo not drawn)	?
COCCCn1c(C)cc(C(=O)COc2cccc3c2OC(C)(C)C3)c1C	12%
Cc1nn(C(C)C)c(C)c1CN1CCC(C(=O)Nc2cccc(-c3cccc(F)c3)c2)CC1	25%
CN(C)CC(NC(=O)c1cccc(S(=O)(=O)Nc2ccc3c(c2)OCO3)c1)c1ccccc1 (stereo not drawn)	2%
CC(=O)NC1(C)CCCN(Cc2cccc(-c3c(C)noc3C)c2)C1 (stereo not drawn)	-20%[86.2 µM]
COc1ccccc1CN1Cc2cc(NC(=O)Cc3ccc(F)cc3)ccc2OC(C)C1=O (stereo not drawn)	-14%
CC(=O)N1CC2(Cc3ccccc31)CN(C(=O)c1ccc(C(F)(F)F)cc1)C2	5%
Cc1cn2cc(C(=O)N3CCC(Oc4cccnc4)CC3)ccc2n1	?
COc1ccccc1CCC(=O)Oc1ccccc1C#N	-71%
